MITF inh = inhibitors of human MITF; AlphaScreen MITF homodimerization, bead proximity signal; inhibition, % at 2.6 µM; 0.91% of 650,000 active; AID 1259374; in the data active means inhibition above about 50%;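 further: 0% = vehicle wells with protein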
GPR151 ag = human GPR151 activation; Q8TDV0; PathHunter beta-arrestin GPR151 cells, luminescence; activation, % at 11.2 µM; 1% of 650,000 active; AID 1508602; in the data active means activation above about 4.9%;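 further: 0% = median of compound wells and 100% = cells with positive control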
FBW7 act = activators of human E3 ligase FBW7; Q969H0; AlphaScreen FBW7–phospho-cyclin E peptide binding, activator screen; normalized activity (activation), % at 26.1 µM; 0.13% of 650,000 active; AID 1259310; in the data active means normalized activity above about 1.9%;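 further: purified mutant Fbw7 with reduced substrate affinity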
Target sequence (Q969H0 whole entry, looked up): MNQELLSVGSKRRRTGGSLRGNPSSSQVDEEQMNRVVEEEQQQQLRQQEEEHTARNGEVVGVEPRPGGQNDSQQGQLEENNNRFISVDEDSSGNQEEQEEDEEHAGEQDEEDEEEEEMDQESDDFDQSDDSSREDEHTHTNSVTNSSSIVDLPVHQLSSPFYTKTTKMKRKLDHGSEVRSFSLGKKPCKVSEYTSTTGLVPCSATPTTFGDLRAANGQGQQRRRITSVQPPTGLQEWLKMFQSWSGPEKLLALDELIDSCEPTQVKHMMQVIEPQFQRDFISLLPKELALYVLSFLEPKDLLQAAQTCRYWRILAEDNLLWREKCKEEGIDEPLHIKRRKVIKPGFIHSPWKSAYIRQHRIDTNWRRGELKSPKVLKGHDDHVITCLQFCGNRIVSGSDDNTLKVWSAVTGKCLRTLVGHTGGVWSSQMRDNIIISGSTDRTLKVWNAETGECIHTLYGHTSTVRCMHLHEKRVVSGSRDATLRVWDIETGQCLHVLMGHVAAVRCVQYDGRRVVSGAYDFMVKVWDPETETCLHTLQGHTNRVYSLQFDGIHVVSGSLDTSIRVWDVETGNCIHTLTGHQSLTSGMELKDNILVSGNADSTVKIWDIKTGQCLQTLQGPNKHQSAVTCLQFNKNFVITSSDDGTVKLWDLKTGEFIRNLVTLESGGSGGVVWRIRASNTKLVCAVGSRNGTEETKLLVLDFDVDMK
TEAD-YAP block = TEAD-YAP interaction inhibition. HEK-TIYL cells, TEAD-Gal4/YAP UAS-luciferase luminescence. inhibition, % at 9.12 µM. 1.4% of 640,000 active. AID 1259422; in the data active means inhibition above about 32%;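 further: 0% = median of test compound wells and 100% = reference inhibitor wells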
Active calls of the source: *; · = not tested or not shown.

cpd	compound	MITF inh	GPR151 ag	FBW7 act	TEAD-YAP block
1	O=C(c1ccc2c(c1)[nH]c(=S)n1c3ccccc3nc21)N1CCCC1	-10.1	0.8	0.0	3.8
2	C=CCN(c1ccccc1)S(=O)(=O)c1cc2c(cc1C)N(C)CCO2	9.4	0.2	-0.1	-1.6
3	O=C(Nc1ccc(-c2nc3ccc(NC(=O)C4CCCCC4)cc3s2)cc1)C1CCCCC1	-3.0	-2.1	0.5	2.7
4	COc1ccc(C2C3C(=O)N(c4ccc(Br)cc4)C(=O)C3N3CCCN23)cc1 (centres undefined)	2.1	-1.0	0.0	4.6
5	CCOC(=O)Cn1c(=O)oc2cc(S(=O)(=O)N3c4ccccc4CC3C)ccc21 (centres undefined)	7.9	0.5	0.2	-3.3
6	O=C(O)c1cccc(-c2ccc(O)cc2)c1	-3.3	-4.1	0.0	-0.5
7	Cc1cc2nnc(SCC(=O)Nc3ccc(F)cc3)n2c2ccccc12	5.1	0.8	-0.1	-0.5
8	COc1ccc(OC)c(CN2CCN(Cc3ccc(OC)c(OC)c3OC)CC2)c1	31.6	-1.4	-0.2	-4.7
9	C=CCc1cc(/C=N/n2cnnc2)cc(OC)c1OCC(=O)O	2.0	1.8	0.7	4.6
10	CSc1cccc(CNC(=O)CC2C(=O)NCCN2CC2CCCCC2)c1 (centres undefined)	3.4	0.0	0.1	9.8
11	CS(=O)(=O)Oc1ccc2c(c1)oc(=O)c1ccccc12	-6.4	2.4	0.0	-6.2
12	COC(=O)C1Cc2c([nH]c3ccccc23)C(c2ccc(OC)cc2OC)N1 (centres undefined)	0.1	-0.8	-0.2	4.7
13	CCOC(=O)c1c(-c2ccccc2)csc1NC(=O)CN1C(=O)NC2(CCCC2)C1=O	8.3	1.2	0.1	3.0
14	Cn1nnnc1SCC(=O)N1CCC(c2ccccc2)=N1	-4.8	0.8	-0.1	-5.7
15	CCC(=O)NCC(c1ccco1)N1CCN(c2ccc(F)cc2)CC1 (centres undefined)	4.4	-1.0	0.0	-1.8
16	O=C(NCCC1=CCCCC1)c1sc(=S)n2c1[nH]c(=O)c1ccccc12	-4.1	2.2	-0.1	10.0
17	CC(=O)c1cc(C(=O)N2CCOc3ccc(C4=CCCCC4)cc3C2)[nH]n1	-2.0	-0.2	-0.3	-6.8
18	COc1ccc(C(C)NC(=O)c2ccc(OC)c(OC)c2)cc1 (centres undefined)	20.9	-0.1	0.2	3.9
19	Cc1ccc(C)c(NC(=O)C2CC(O)CN2C(=O)OC(C)(C)C)c1 (centres undefined)	-6.2	0.7	-0.1	7.3
20	COc1cccc(C(=O)NCc2ccccc2Cl)c1OC	7.7	-2.9	0.0	2.4
21	Cc1ccc(C2=Nc3ccccc3N=C(c3ccc(C)cc3O)C2)cc1	-3.3	1.7	0.0	-21.7
22	NC(=O)c1nc(-c2ccc(Cl)cc2)nc2c1[nH]c(=O)n2CCc1ccccc1	8.8	0.2	-0.1	3.9
23	COc1ccc(C)cc1NC(=O)CSc1nnc(-c2ccccc2N)n1C	4.9	0.0	0.1	1.6
24	O=C(CCS(=O)(=O)c1ccc(Br)s1)NCc1ccc(Cl)cc1	0.6	-1.0	0.0	4.7
25	COc1cccc(C2=NN(C(C)=O)C(c3ccccc3O)C2)c1 (centres undefined)	3.0	1.3	0.0	-0.5
26	Cn1c(=O)n(C)c2cc(NC=O)c(Br)cc21	-16.6	-0.5	0.0	11.9
27	CCCCNC(=O)CSc1nc2ccc(N3CCCCC3)cc2c(=O)n1Cc1ccccc1	-7.3	-0.3	0.3	-0.6
28	CCCCCn1c(SCC(=O)OCc2ccccc2)nc2c1c(=O)[nH]c(=O)n2C	2.2	-0.2	-0.2	0.0
29	CCCCCCCC/C=C\CCCCCCCC(=O)OC[C@H](CO)OC(=O)CCCCCCC/C=C\CCCCCCCC	23.6	-1.7	·	·
30	CN1CCN(Cc2cc(COCc3ccccc3)c3cccnc3c2O)CC1	100.5*	-0.6	-1.2	73.8*
31	O=C(COC(=O)/C=C/c1ccco1)NC1CCCCCCC1	17.8	3.1	0.2	6.0
32	COc1cccc(/C=N/NC(=O)c2cc(I)ccc2O)c1OC	-8.1	-3.0	0.6	-43.6
33	O=C(CCCCn1c(=O)c2ccccc2n(Cc2cccc(Cl)c2)c1=O)NCc1cccs1	3.6	0.0	0.1	2.9
34	Cn1cccc1CC(=O)NNC(=O)CCCc1c[nH]c2ccccc12	1.1	2.1	0.0	13.1
35	CCCNC(=O)Cn1nc(C(F)(F)F)c(Br)c1C	-7.3	-0.7	0.0	-6.3
36	CCOc1cc(C=C2C(=O)NC(=O)NC2=O)ccc1OCc1ccc(Cl)cc1	-4.5	0.5	0.2	0.2
37	CCCCCn1nc(C)c(/C=N/NC(=O)c2cc[n+]([O-])cc2)c1C	-6.1	-0.8	-0.1	-0.2
38	COc1ccc(-c2cc(N)n(S(=O)(=O)c3ccccc3)n2)cc1	15.5	0.4	0.2	2.7
39	CC(C(=O)N1CCCC1)n1ncn2cccc2c1=O (centres undefined)	-0.5	-0.7	0.0	2.5
40	COc1ccc(/C=C2\Oc3ccccc3N(CC(=O)NC3CCCC3)C2=O)cc1	7.5	0.3	0.3	4.8
41	C[C@@H](O)[C@@H]1NC(=O)[C@@H]2C[C@H](NCc3cc(F)ccc3F)CN2C1=O	13.1	-0.7	0.2	1.0
42	O=C(NCCc1ccc(F)cc1)c1ccccc1[N+](=O)[O-]	-11.7	-0.7	-0.3	-11.6
43	CCc1cccc(NC(=O)CN(C)S(=O)(=O)c2cc(Br)cnc2N)c1	12.2	0.2	0.1	-5.9
44	CCCc1cc(=O)[nH]c(SCC(=O)Nc2sc3c(c2C(N)=O)CCC3)n1	7.4	-0.3	0.0	-1.7
45	O=C(NCc1cccc(Cl)c1)C1CCCN(C(=O)N2CCOc3ccccc32)C1 (centres undefined)	2.3	0.6	0.1	10.7
46	O=C(N1CCc2c(nc(N3CCOCC3)[nH]c2=O)C1)C1(c2ccc(Cl)cc2)CC1	-5.1	-0.4	-0.1	8.5
47	COC(=O)c1ccc(-n2c(-c3ccc(F)cc3)nc(=S)c3c2CCCC3)cc1	13.5	-0.4	0.6	1.9
48	COc1ccc(-n2nc(C(=O)NCC(=O)Nc3ccc(C(C)C)cc3)c3ccccc3c2=O)cc1	-4.9	1.7	0.1	14.2
49	OCc1cn(Cn2cc(CO)c(-c3ccccc3)n2)nc1-c1ccccc1	1.5	-1.5	-0.3	-0.2
50	CN(C)c1cccc2cccc(S(=O)(=O)O)c12	-10.7	0.0	-0.1	8.5
51	CC1CC(C)CN(c2nc3c(c(=O)n(C)c(=O)n3C)n2Cc2ccccc2)C1 (centres undefined)	19.2	-0.2	1.5	6.9
52	COc1ccc(CNC(=O)CCNS(=O)(=O)c2ccc(Br)cc2)cc1	-5.2	0.1	-0.1	-4.7
53	CCN(CC)C(=O)COc1cc(-c2cn[nH]c2)ccc1NC(=O)C1COc2ccc(OC)cc2C1 (centres undefined)	13.4	-0.6	0.1	7.2
54	O=C1C2C3C=CC(C3)C2C(=O)N1c1ccc2ccccc2c1 (centres undefined)	17.4	1.1	0.0	-0.5
55	O=C(CSc1nc2ccccc2c(=O)n1NC(=O)c1ccccc1)c1ccc(Br)cc1	10.0	-1.4	0.2	-2.8
56	CCCn1c(SCC(=O)NNC(=O)CC)nc2c1c(=O)n(C)c(=O)n2C	-2.6	-0.6	0.0	-5.5

(listing goes on)
cpd	compound	MITF inh	GPR151 ag	FBW7 act	TEAD-YAP block
57	CC(C)CN(C(=O)COC(=O)c1ccc(C#N)cc1)C1CCS(=O)(=O)C1 (centres undefined)	10.8	0.2	0.1	7.8
58	CC(=O)N1CC(C)Sc2cc(S(=O)(=O)Nc3ccc(C)c(F)c3)ccc21 (centres undefined)	5.3	0.2	0.2	12.7
59	O=C(NCCc1nc(-c2ccncc2)n[nH]1)c1ccncc1	13.7	1.3	0.1	3.0
60	COc1ccc(Cl)cc1C(=O)Nc1cc(C)cc(C)n1	-2.8	2.8	0.1	5.5
61	CC(=O)NCC(=O)N1CCCC(CNC(=O)c2ccc(F)cc2)C1 (centres undefined)	-9.4	0.4	-0.1	-8.4
62	Cc1cc(C)n2nc(C(=O)N/N=C/c3cccc4ccccc34)nc2n1	16.9	0.7	0.1	-16.1
63	O=C(NCC1CCCO1)c1cnn2c(C(F)(F)F)cc(-c3ccc(F)cc3)nc12 (centres undefined)	7.4	-0.2	0.2	6.8
64	Cc1cccc(NC(=O)c2ccc([N+](=O)[O-])s2)n1	9.3	-1.9	-0.1	-24.4
65	CCc1nnc(NC(=O)c2sc3nc4cc(OC)c(OC)cc4cc3c2N)s1	8.7	0.3	0.2	-3.9
66	CC(C)C(C(=O)O)c1ccc([N+](=O)[O-])cc1 (centres undefined)	-24.6	-1.1	-0.4	9.6
67	COc1ccc(NC=C(S(=O)(=O)c2ccccc2)S(=O)(=O)c2ccccc2)cc1	1.9	0.8	-0.5	8.0
68	CC(C)c1ccc(OCC(=O)NNC(=S)NC(=O)c2ccco2)c(Br)c1	3.7	3.1	0.1	-3.5
69	COc1ccc(C)cc1NC(=O)CC(C)(C)C	3.7	0.1	0.1	3.6
70	O=c1oc2ccccc2c(N2CCN(c3ccccn3)CC2)c1CN1CCCC1	0.8	0.0	0.2	-8.7
71	COc1ccc(N2CC(C(=O)Nc3ccc(Br)cc3Cl)CC2=O)cc1 (centres undefined)	-0.8	-0.1	-0.2	3.7
72	CC(C)OCCCNC(=O)CCCCCn1c(=O)[nH]c2ccccc2c1=O	7.5	-0.6	0.1	8.4

Compound profiles, as listed above:
Results for COc1ccc(N2CC(C(=O)Nc3ccc(Br)cc3Cl)CC2=O)cc1 (centres undefined) : MITF inh = -0.8; GPR151 ag = -0.1; FBW7 act = -0.2; TEAD-YAP block = 3.7
Results for O=c1oc2ccccc2c(N2CCN(c3ccccn3)CC2)c1CN1CCCC1 : MITF inh = 0.8; GPR151 ag = 0.0; FBW7 act = 0.2; TEAD-YAP block = -8.7

(list continues)
cpd	compound	MITF inh	GPR151 ag	FBW7 act	TEAD-YAP block
73	CCS(=O)(=O)Nc1ccc(NS(=O)(=O)CC)c(C(C(C)=O)C(C)=O)c1	-22.0	1.1	-0.2	2.2
74	N#C/C=C/N1CCN(c2ccccn2)CC1	-4.8	0.3	-0.1	-8.2
75	Cc1cccc(CSC2=NCCN2C(=O)c2ccc(S(=O)(=O)N(C)C)cc2)c1	4.8	-0.1	1.1	0.4
76	CCOc1ccc(C(=O)Nc2ccccc2O)cc1[N+](=O)[O-]	5.7	-0.7	-0.1	-29.6
77	CC(=O)N1CCN(CC(=O)c2ccc(Br)cc2)CC1	7.1	1.5	0.0	3.4
78	NC(=O)c1ccc(NC(=O)C2CCCC2)cc1	2.5	-1.2	0.0	-8.8
79	COc1cc(/C=N/n2nnnc2N)ccc1O	-7.7	-1.9	0.1	-10.4
80	O=c1c2sccc2nc(SCc2ccc(Cl)cc2)n1-c1ccc(F)cc1	3.4	2.0	0.7	-3.7
81	CC(=O)N[C@H]1[C@H](OCc2ccccc2F)O[C@H](COC(C)=O)[C@@H](OC(C)=O)[C@@H]1OC(C)=O	2.5	1.2	-0.1	4.3
82	Cc1ncn(-c2ccc(Nc3ncc4cccc(-c5ccc6ncccc6c5)c4n3)cc2)n1	-8.8	1.5	0.0	3.5
83	CC(=O)Nc1ccc(N(C)S(C)(=O)=O)cc1	-6.4	9.3*	-0.1	-1.6
84	Cc1noc(C(=O)Nc2sc3c(c2C(N)=O)CCCC3)c1Cl	14.6	0.9	0.0	-5.5
85	Cc1ccc(/C(=N\O)c2oc3ccc4c(C)cc(=O)oc4c3c2-c2ccccc2)cc1	8.1	1.0	0.2	18.4
86	COCC(=O)NCC1CCC2(CCN(Cc3ccc4c(c3)OCO4)CC2)O1 (centres undefined)	-4.9	0.5	0.0	6.8
87	CC(=O)c1ccc(NC(=O)NNC(=O)c2nn(C)cc2I)cc1	0.9	-1.2	0.1	-27.4
88	Cc1ccc(OC(=O)c2ccc(Br)cc2)c(-n2nc3ccccc3n2)c1	-6.0	0.8	-0.3	-44.6
89	COc1ccccc1/C=C(\C#N)c1nc(-c2cc3c(ccc4ccccc43)oc2=O)cs1	-4.2	-0.8	0.1	1.5
90	COc1cccc(CNC(=O)CN2C(=O)N(C)N(C)c3ncccc32)c1	4.4	0.9	0.1	8.3
91	CCOc1ccc(C(=O)Nc2cccc(-c3nc4ccccc4o3)c2C)cc1Br	-1.3	1.2	0.1	-0.3
92	COc1cc(/C=N/NC(=O)C(C)Nc2ccc(Cl)cc2)ccc1O (centres undefined)	6.1	-1.1	-0.1	-6.5

No enrichment for hits (roughly 3.4% active in at least one column).
